Lmaj promast = Leishmania major promastigote growth inhibition, primary screen; AID 1063, 2008; inhibition, % at 10 µM; Leishmania major promastigotes, resazurin fluorescence viability; 9% of 200,000 active; in the data active = inhibition above about 50%;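 also: promastigotes grown with compound for 44 hours at 28 °C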
bIAP inh = bovine intestinal alkaline phosphatase inhibitors, primary screen, selectivity assay for TNAP inhibitor project, biochemical, bovine IAP, CDP-star luminescence. purified bovine IAP, 30 min. inhibition, % at 20 µM. 190,000 tested, under 10 active. alkaline phosphatase, intestinal [Bos taurus];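 active = over 50% inhibition of intestinal alkaline phosphatase at 20 µM in the single-dose screen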
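System: purified bovine intestinal alkaline phosphatase (IAP) enzyme; Input: IAP diluted 1/65,000,000 in the well; Measured by: CDP-star luminescence signal; Compound dosing: 20 µM single dose; Incubation: 30 min reaction at room temperature.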
PPARg SRC1 recr = PPARgamma agonists recruiting SRC-1 coactivator, primary screen, biochemical; AID 631, 2007; 0.41% of 200,000 active; PPARgamma-SRC-1 coactivator recruitment biochemical assay; activation, % at 8 µM; in the data active = activation above about 19%;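 also: 0% = DMSO and 100% = reference agonist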
ROMK mod = ROMK potassium channel modulators, primary screen, cell-based, thallium flux, MLSMR library; ATP-sensitive inward rectifier potassium channel 1 (Homo sapiens), P48048; Tet-inducible ROMK, thallium flux fluorescence; actives lie on both sides; B-score at 10 µM; 2% of 130,000 active; AID 1918, 2009;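 active = signal ratio slope over the read window, or its plate-corrected B-score, at least 3 SD from the plate mean, either direction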;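 also: B-score of the F/F0 ratio slope over 7 to 12 s after thallium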
Target sequence (P48048 whole entry, looked up): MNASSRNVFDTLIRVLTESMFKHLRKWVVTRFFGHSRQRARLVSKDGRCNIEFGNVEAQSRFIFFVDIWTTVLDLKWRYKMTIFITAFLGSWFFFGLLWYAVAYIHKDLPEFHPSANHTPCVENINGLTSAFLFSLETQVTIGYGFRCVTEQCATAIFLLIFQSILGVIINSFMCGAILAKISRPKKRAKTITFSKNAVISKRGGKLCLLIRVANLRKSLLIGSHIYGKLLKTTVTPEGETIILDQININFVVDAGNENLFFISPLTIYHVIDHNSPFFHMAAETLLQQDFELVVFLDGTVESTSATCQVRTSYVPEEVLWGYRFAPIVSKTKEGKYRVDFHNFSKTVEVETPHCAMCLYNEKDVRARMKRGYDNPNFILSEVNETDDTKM
SRC2 TRFRET art = TR-FRET signal artefacts, primary screen, artefact control for PPARgamma SRC-2 agonist project, biochemical; 0.4% of 200,000 active; TR-FRET artefact counter-screen; hits give high values; TR-FRET ratio at 8 µM; in the data active = TR-FRET ratio above about 2000; also: inactives centre near 1500
HMGR II inh = inhibitors of E. faecalis class II HMGR, primary screen, biochemical, Enterococcus faecalis; HMG-CoA reductase (Enterococcus faecalis, mvaE); inhibition, % at 10 µM; purified E. faecalis HMGR, NADPH absorbance 340 nm kinetic; AID 1066, 2008; 0.41% of 190,000 active;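 active = inhibition above a set limit, the median over all tested compounds plus 3 SD, cut at about 9.5% in these data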;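 also: enzyme runs in reverse so mevalonate oxidation gives rising NADPH absorbance; 0% = complete reaction with DMSO and 100% = background rate lacking mevalonate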
DTT redox prof = compounds producing H2O2 with reducing agent – biochemical, NIH compound library profiling, artefact control for MLSCN library redox annotation, primary screen. DTT-dependent redox cycling H2O2, phenol red/HRP absorbance; 100% = 100 µM peroxide control, 0% = buffer. activation, % at 10 µM. 0.03% of 200,000 active;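 active = activation of at least 50% relative to the plate's high and low controls in the primary single-dose screen; inactive = activation below 50%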;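 also: compound incubated with DTT at 0.8 mM final as the reducing agent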
S1P3 antagonist = S1P3 receptor antagonists, primary screen, cell-based; 0.27% of 170,000 active; Sphingosine 1-phosphate receptor 3 (Homo sapiens), Q99500; AID 485, 2006; CHO S1P3 NFAT-BLA reporter, FRET fluorescence, antagonist mode; inhibition, % at 4.98 µM;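 active = inhibition above the plate cutoff, the mean inhibition of test wells on that plate plus 3 SD, cut at about 28% in these data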;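 also: cells challenged with S1P at its EC80 of 0.8 µM; blue over green emission ratio from cleaved BLA substrate after 4 h stimulation; 0% = S1P-stimulated wells and 100% = unstimulated DMSO-only wells; some compounds past the cut are filed as inactive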
Target sequence (Q99500 whole entry, looked up): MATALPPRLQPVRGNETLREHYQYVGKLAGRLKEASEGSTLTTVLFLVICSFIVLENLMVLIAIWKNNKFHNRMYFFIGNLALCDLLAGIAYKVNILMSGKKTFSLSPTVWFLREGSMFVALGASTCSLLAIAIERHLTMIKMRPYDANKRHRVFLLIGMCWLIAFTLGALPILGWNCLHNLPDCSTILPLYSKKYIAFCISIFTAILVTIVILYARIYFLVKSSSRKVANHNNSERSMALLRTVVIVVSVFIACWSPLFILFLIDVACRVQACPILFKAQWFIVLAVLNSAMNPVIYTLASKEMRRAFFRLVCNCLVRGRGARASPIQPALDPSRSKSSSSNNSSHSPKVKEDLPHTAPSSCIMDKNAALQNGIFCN
PPARg SRC-2 ag = agonists of PPARg-SRC-2 recruitment, primary screen, biochemical, HTS. Peroxisome proliferator-activated receptor gamma (Homo sapiens), P37231. PPARgamma LBD-SRC-2 recruitment. activation, % at 8 µM. 0.34% of 200,000 active. AID 1032, 2008; in the data active = activation above about 22%;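 also: 0% = vehicle and 100% = reference agonist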
PPARg SRC3 recr = PPARgamma agonists recruiting SRC-3 coactivator, primary screen, biochemical. activation, % at 8 µM. Peroxisome proliferator-activated receptor gamma (Homo sapiens), P37231. 0.26% of 200,000 active. biochemical PPARgamma/SRC-3 coactivator recruitment assay; in the data active = activation above about 23%;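 also: 0% = DMSO and 100% = reference agonist; some compounds past the cut are filed as inactive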
RAM inhibit = inhibitors of the yeast RAM network, primary screen, dse1pr::URA3 reporter, 5-FOA selection. S. cerevisiae dse1pr::URA3 reporter, 5-FOA growth OD615, 2 d; analog-sensitive cbk1-as2 kinase mutant strain. inhibition, % at 50 µM. 1.8% of 190,000 active. AID 868, 2007;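 active = inhibition above a set limit, 3 SD over mean compound inhibition, cut at about 8.4% in these data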;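 also: 0% = DMSO-only wells with no growth and 100% = 10 µM 1-NA-PP1 full growth; inhibition rescues growth on 5-FOA so higher OD means more RAM inhibition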
Numbers without * were called inactive; x = not tested or not shown.

SMILES	Lmaj promast	bIAP inh	PPARg SRC1 recr	ROMK mod	SRC2 TRFRET art	HMGR II inh	DTT redox prof	S1P3 antagonist	PPARg SRC-2 ag	PPARg SRC3 recr	RAM inhibit
C=CCn1c(=S)[nH]c2scc(-c3cccs3)c2c1=O	-13.3	8.0	68.0*	3.55*	3332*	-0.8	-0.1	1.4	76.1*	42.4*	6.6
CC(C)c1cccc(C(C)C)c1OCCCCN1CCCC1	92.4*	-4.2	8.6	-0.636	1677	-1.1	-0.1	x	4.2	1.1	0.3
CC(C)(C)c1cnnn1-c1ccc(-c2csc(N)n2)cc1	1.0	17.4	10.1	x	1607	-4.7	-0.7	-14.1	-0.4	-0.8	2.5
CC(NC(=O)Cn1c(=O)[nH]c2ccsc2c1=O)C12CC3CC(CC(C3)C1)C2 (stereo not drawn)	35.6	19.0	0.7	0.162	1536	-4.4	0.1	x	3.0	-2.5	3.5
O=c1cc(O)nc(SCc2ccc(Cl)cc2)[nH]1	-9.7	9.5	-1.1	-0.000381	1460	-4.5	2.0	-9.7	-2.0	1.9	4.6
Cn1c(=O)c2c(nc(NCCc3ccccc3)n2Cc2ccc(F)cc2)n(C)c1=O	22.8	-1.3	-7.4	x	1382	-8.4	-1.2	-14.7	-8.2	-3.7	-0.6
CCn1c(SCC(=O)Nc2cccc(NC(=O)c3ccco3)c2)nnc1-c1cccs1	42.5	-7.2	4.2	-0.275	1505	-5.1	-0.1	-15.5	-7.3	-12.4	3.6
CC(NC(=O)COC(=O)/C=C/c1ccc([N+](=O)[O-])cc1)c1ccccc1 (stereo not drawn)	-1.6	2.2	-5.1	x	1347	1.0	1.0	-3.8	-3.8	-0.1	2.1
O=Cc1ccc(Oc2cc(-c3ccccc3)nc(-c3ccccc3)n2)cc1	57.5*	31.2	2.9	-0.159	1549	-0.1	1.2	-8.9	-1.5	-1.9	5.7
CS(=O)(=O)N(CC(=O)NCc1ccncc1)Cc1ccc(Cl)cc1	-4.7	5.4	-5.4	0.63	1331	-0.8	1.1	-5.1	4.6	27.9*	-1.1
Cc1cccc2[nH]c(CN(C)Cc3nc(CC4CC4)no3)nc12	-6.4	7.3	5.3	0.402	1660	-0.4	1.0	-4.5	3.5	4.0	0.4
O=C(Nc1ccc(-c2ccc3nncn3n2)cc1)C1CCCC1	-4.5	27.0	1.9	0.469	1704	-2.2	-0.1	-10.8	-1.2	-1.6	3.5
Cc1ccccc1C(=O)N1CCN(c2ccccn2)CC1	-1.7	-10.4	4.1	x	1689	3.6	1.1	x	5.0	-10.1	2.3
O=C(O)CCCc1nc(-c2ccccc2)no1	-4.5	7.0	-1.4	x	1464	-1.5	2.6	-45.8	1.4	1.2	1.1
Cc1ccnc(NC(=O)CCC(=O)N(CC(=O)NCc2ccccc2)c2ccc3c(c2)OCO3)c1	-6.2	-3.2	1.3	x	1487	-9.9	0.2	x	4.4	15.4	3.4
COc1ccc(-c2ccc(SCc3ccccn3)nn2)cc1OC	4.5	-14.1	-0.8	x	1503	-2.0	0.1	-9.4	3.9	-1.1	0.0
CCOc1ccccc1NC(=O)N1CCCC1C(=O)Nc1ccc(NC(C)=O)cc1 (stereo not drawn)	-2.9	2.0	8.7	0.297	1609	-0.3	0.4	-18.6	-1.5	0.7	2.0
COc1ccccc1N1CCN(Cc2nc(-c3ccc(F)cc3)oc2C)CC1	16.4	-3.4	-0.9	-0.15	1335	-0.6	-1.1	1.8	1.8	-2.9	-0.3
COC(=O)CC1C(=O)NCCN1C(=O)CSc1nc2ccccc2o1 (stereo not drawn)	15.1	-14.4	2.1	-0.449	1398	-6.8	0.7	-8.9	-4.3	-0.3	-0.6
CC(C)(C)NC(=O)C(c1cccs1)N(C(=O)C(=O)NC1CCCC1)c1ccccc1F (stereo not drawn)	-4.0	-6.1	-1.3	0.474	1396	3.3	-0.1	-15.2	-3.3	3.9	0.2
COc1ccc(NS(=O)(=O)c2ccc(NC(=O)c3cnn4c(C(F)F)cc(-c5ccc(C)cc5)nc34)cc2)cc1	-0.7	10.5	-4.5	x	1254	-6.6	18.0	x	-3.3	-1.9	7.4
COCCNC(=O)c1cc(-c2cccnc2)nc2ccc(Br)cc12	-2.3	-4.9	3.6	x	1583	-6.0	0.5	x	-0.1	9.2	0.9
COc1ccc(CC(=O)Nc2cccc(SC)c2)cc1OC	2.1	-13.6	12.0	0.00839	1603	7.9	-0.9	5.9	13.6	1.6	1.1
CN(C)C(=S)Nc1cccc(-c2n[nH]c(=S)o2)c1	-2.9	-3.6	13.1	0.00661	1884	-5.0	-1.3	-4.8	15.6	6.0	0.1
COc1ccc(C2Oc3ccccc3C3=C2C(c2cccs2)n2ncnc2N3)cc1 (stereo not drawn)	69.1*	-2.1	-0.2	-1.94	1591	-1.2	0.2	x	-3.6	-7.8	2.9
Cc1cc(OCCCCCN2CCCC2)ccc1Cl	99.3*	-9.6	-5.7	-0.335	1540	-1.8	0.3	3.4	6.6	1.6	0.6
O=C(COC(=O)CCC(=O)c1ccc(F)cc1)NCc1ccco1	-3.9	6.8	-3.4	0.0582	1503	-4.9	-1.8	-9.6	0.5	0.2	-1.3
C=CCNC(=O)NC(=O)COC(=O)CC(NC(N)=O)c1ccc(Cl)cc1 (stereo not drawn)	-3.7	3.5	-2.1	0.614	1639	-0.7	-0.4	2.8	5.7	-0.1	0.7
O=c1oc2ccccc2c2nccnc12	-4.8	6.9	-0.6	0.418	1602	-4.0	4.9	16.1	5.5	2.6	0.1
C1=C(c2ccccc2)Nc2nnnn2C1c1cccs1 (stereo not drawn)	-2.8	7.3	-1.1	x	1572	-1.0	-3.9	x	1.4	3.2	3.4
CC1(C)CC(=S)Nc2ccccc2S1	-7.7	12.3	4.2	-0.054	1673	-9.3	-0.2	x	8.1	23.2	1.0
COc1ccc(CCNS(=O)(=O)c2ccc3oc(C(=O)O)c(C)c3c2)cc1OC	-6.0	4.1	1.9	x	1473	-0.1	-3.8	-9.7	6.4	-2.3	0.6
Cc1cc(N2CCCCC2)nc(N)n1	52.4*	-2.2	14.9	x	1738	0.3	-0.9	-26.8	-1.1	3.0	0.1
CCOc1cc(C2NC(=O)NC(O)(C(F)(F)F)C2C(=O)c2ccc(OC)cc2)ccc1O (stereo not drawn)	-6.6	-5.3	1.1	x	1528	1.7	0.8	31.6	12.8	-3.1	-0.6
O=C1CCCN1CN(C(=O)c1ccccc1)c1ccc(F)cc1	-8.9	2.8	-6.7	x	1470	4.3	1.2	-6.8	5.2	-0.1	0.4
CC(C)(C)C(=O)CN1C(=O)C2(OCCO2)c2ccccc21	2.2	-8.2	0.7	x	1459	-4.8	2.0	-3.0	2.9	-3.6	1.9
CN(C)C=Nc1nonc1N	-5.5	12.5	-3.9	x	1457	0.3	3.3	-18.7	-0.8	-8.3	-0.2
O=C(Cn1ncc2c1-c1ccccc1OC2)Nc1nc2ccccc2s1	-0.2	0.8	-5.3	x	1497	-2.7	-0.1	-28.8	-0.5	-0.2	3.4
CC(=O)N1c2ccccc2Nc2ccccc21	16.5	0.7	0.8	0.397	1598	-3.2	-0.1	5.8	6.2	3.8	1.4
CS(=O)(=O)c1ccc2nc(NC(=O)c3cc(-c4ccccc4)nn3-c3ccccc3)sc2c1	99.9*	-4.4	-3.9	1.04	1539	-0.1	0.2	2.8	-4.2	4.8	7.4
COc1cc(NC(=O)Cc2cccs2)ccc1-n1cnnn1	5.1	8.3	2.3	x	1505	-10.7	1.6	-6.8	10.5	3.0	1.4
COc1ccc(OC)c(-c2csc(CCn3nc(C)cc3C)n2)c1	-0.8	-10.1	7.1	-0.972	1745	-6.1	-0.6	-7.6	7.5	7.0	0.8
CCn1cnc2cc(NC(=O)c3ccco3)ccc21	1.9	-0.3	1.1	x	1476	-5.0	0.3	x	-4.6	-6.2	0.0
CC12CC3CC(C)(C1)CC(C(=O)NC(=S)N1CCOCC1)(C3)C2	-0.5	-6.3	-5.9	x	1593	-3.6	-5.3	x	4.2	-4.8	-0.9
O=C(Nc1ccccc1C(=O)NCc1ccco1)Nc1cccc2ccccc12	30.6	-9.4	4.7	0.174	1627	-11.2	-1.7	-1.9	8.2	10.4	-0.4
c1ccc(-c2nnn(C34CC5CC(CC(C5)C3)C4)n2)cc1	0.1	31.2	1.2	x	1450	-6.7	0.1	-2.4	-9.0	-3.1	0.4
COc1ccc(NC(=O)CSc2nnc(-c3ccccn3)n2-c2ccccc2)cc1OC	7.9	-2.7	1.5	x	1465	-2.1	-0.2	x	-3.2	-6.6	1.5
COc1cccc(CN(C)CC(=O)Nc2sc3c(c2C#N)CCC3)c1OC	-3.6	-20.0	3.4	-0.5	1517	2.8	-0.2	-9.9	5.5	3.0	2.2
COC(=O)C1C(=O)C(C(=O)/C=C/c2ccccc2)C(=O)CC1(C)C (stereo not drawn)	11.4	-14.1	2.2	0.137	1569	0.0	-2.2	-11.5	2.1	-0.1	2.8
Nc1n[nH]c(-c2cccc([N+](=O)[O-])c2)n1	22.1	10.8	0.0	x	1659	-3.2	-0.3	3.1	-9.2	-5.4	1.9
Nc1ccc(C(=O)OC2CCOC2=O)cc1[N+](=O)[O-] (stereo not drawn)	-3.4	-1.7	-9.1	-0.116	1420	-5.8	-0.5	1.4	-1.4	-3.1	1.7
O=C(c1ccc(Cl)cc1)N1CCn2c1nc1ccccc12	15.0	-1.7	-0.6	0.111	1723	-7.5	-0.2	-11.7	2.7	3.6	2.3
COc1ccc(-c2nc(-n3c(C)c(C(C)=O)c(C(C)=O)c3C)sc2C)cc1	18.4	1.5	3.6	x	1390	-7.4	1.5	x	5.8	4.4	8.1

A second format for some results above:
SMILES,Lmaj promast,bIAP inh,PPARg SRC1 recr,ROMK mod,SRC2 TRFRET art,HMGR II inh,DTT redox prof,S1P3 antagonist,PPARg SRC-2 ag,PPARg SRC3 recr,RAM inhibit
Nc1n[nH]c(-c2cccc([N+](=O)[O-])c2)n1,22.1,10.8,0.0,x,1659,-3.2,-0.3,3.1,-9.2,-5.4,1.9
Nc1ccc(C(=O)OC2CCOC2=O)cc1[N+](=O)[O-] (stereo not drawn),-3.4,-1.7,-9.1,-0.116,1420,-5.8,-0.5,1.4,-1.4,-3.1,1.7

Screening results: PubChem BioAssay, several laboratories

Rows are unselected (roughly 13% active in at least one column).
